# Screening data from PubChem BioAssay.
# KCNH2 3.1 block = KCNH2 3.1 (human) potassium channel inhibition. U2OS KCNH2 3.1, thallium flux FluxOr; active compounds read low. activity change, % (tested at about 1.8 µM). actives 0.95% (n = 340,000);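 active means maximum activity change below -70%; inconclusive means maximum activity change from -70% to -50%; inactive means maximum activity change above -50%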;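 further: thallium influx rate constant from kinetic fluorescence after stimulation buffer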
#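 Measured as rate of thallium-driven FluxOr signal in transduced U2OS cells carrying the 3.1 channel, read kinetically for 2 min upon stimulation; values are rate constants scaled to DMSO control wells.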
# USP2a block = blocks human ubiquitin-specific protease USP2a; O75604; USP2 core, Ub-CHOP2 coupled fluorogenic reporter, 485/531; Potency, µM (doses to about 38.3 µM), without a hit: at the top dose activity change, negative = inhibition, usual class: inhibitors; actives 0.01% (n = 330,000); AID 463254;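 further: potency means the concentration at half of the fitted maximal effect; plate controls were DMSO wells for no effect and full inhibition by NEM control for full effect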
# Target sequence (O75604 whole entry, looked up): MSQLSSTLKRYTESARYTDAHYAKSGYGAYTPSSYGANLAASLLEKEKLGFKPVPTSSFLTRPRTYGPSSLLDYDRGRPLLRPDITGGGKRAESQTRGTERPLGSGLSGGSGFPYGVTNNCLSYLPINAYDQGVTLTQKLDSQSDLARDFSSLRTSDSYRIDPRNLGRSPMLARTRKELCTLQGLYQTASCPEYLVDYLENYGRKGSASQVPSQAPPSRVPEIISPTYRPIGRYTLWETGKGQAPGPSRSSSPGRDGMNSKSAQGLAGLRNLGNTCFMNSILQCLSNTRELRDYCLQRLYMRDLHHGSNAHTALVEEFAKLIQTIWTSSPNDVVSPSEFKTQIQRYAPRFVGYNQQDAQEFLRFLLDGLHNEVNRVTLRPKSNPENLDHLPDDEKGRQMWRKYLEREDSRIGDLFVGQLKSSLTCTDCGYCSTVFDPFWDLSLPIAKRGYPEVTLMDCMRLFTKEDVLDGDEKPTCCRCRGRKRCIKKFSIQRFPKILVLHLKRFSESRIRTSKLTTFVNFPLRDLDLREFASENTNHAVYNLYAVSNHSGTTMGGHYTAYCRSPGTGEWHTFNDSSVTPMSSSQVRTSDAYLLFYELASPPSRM
#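 Cell-free coupled assay: 10nM USP2 core preincubated 30min RT with compound in Tris-HCl pH 8.0/CaCl2/CHAPS buffer, then 25nM Ub-CHOP2 and 25nM reporter substrate; fluorescence (Ex 485/Em 531) read after 60min RT, normalized to NEM inhibition, concentration-response curves fitted.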
# GALK inhibitor = blocks human galactokinase activity. P51570. Purified GALK, Kinase-Glo residual ATP luminescence. Potency, µM (top dose mostly 57.5 µM), without a hit: top-dose activity change, negative = inhibition, hits mostly inhibitors. actives 0.007% (n = 270,000). AID 1868; further: potency means the concentration at half of the fitted maximal effect
# Target sequence (P51570 whole entry, looked up): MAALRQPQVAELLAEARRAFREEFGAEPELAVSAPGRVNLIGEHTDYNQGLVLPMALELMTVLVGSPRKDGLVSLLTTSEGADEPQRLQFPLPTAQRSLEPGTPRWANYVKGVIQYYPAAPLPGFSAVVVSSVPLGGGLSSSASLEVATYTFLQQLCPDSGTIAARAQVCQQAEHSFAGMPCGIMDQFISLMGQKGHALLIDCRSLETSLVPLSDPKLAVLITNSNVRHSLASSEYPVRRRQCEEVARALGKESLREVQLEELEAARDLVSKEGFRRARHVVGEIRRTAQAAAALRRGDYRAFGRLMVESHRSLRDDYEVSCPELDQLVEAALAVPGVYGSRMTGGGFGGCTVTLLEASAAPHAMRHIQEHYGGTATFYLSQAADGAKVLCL
#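 GALK at 5 nM final was combined with compound, 35 uM ATP and 100 uM galactose in HEPES pH8.0 with MgCl2 and DTT. The reaction ran one hour at room temperature before luminescent ATP detection.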
# Coupling enz = coupling enzyme interference in Giardia aldolase counter-screen. activity change, negative = inhibition, % at 58.2 µM, hits read low. coupling enzyme system counterscreen, AmpLite Red fluorescence. actives 0.67% (n = 290,000); in the data active means activity change below about -30%
#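 Compounds tested against the coupling enzymes alone at 57.5 uM final; readout was AmpLite Red fluorescence (525/598 nm) after 20 min at RT.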
# PKM2 act = increases activity of human pyruvate kinase M2 | purified PKM2, Kinase-Glo ATP luminescence, activation; response scale: 0% is enzyme alone, no compound | Potency, µM (top dose mostly 57.5 µM), for inactives: at the highest dose activation, most hits filed as activators | actives 0.34% (n = 260,000); further: potency means the concentration at half of the fitted maximal effect; nearly all actives have a fitted effect of over 55% in size
#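 hPK-M2, >95% pure; 0.1 mM ADP / 0.5 mM PEP final; imidazole pH7.2 buffer w/ 7 mM MgCl2, 50 mM KCl; 1 h RT; Kinase-Glo lum. Intermediate enzyme activity for dual inhibitor/activator qHTS.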
# BCR signal inh = inhibitors of chronic active B-cell receptor signaling; Potency, µM (titrated, usually from 46.1 µM), for inactives: top-dose ratio change, negative = lower green/red ratio, actives largely listed as inhibitors; ABC-DLBCL IkBa-CBG/CBR reporter, luminescence ratio, 4 h; actives 0.05% (n = 340,000); active means well fitted inhibition curve with a large enough effect in the signal ratio, with a control signal flat, not every such curve was filed as active; inconclusive means small, poorly fitted or top-dose-only effect, or effect the other way, or a change in a side signal; the % refers to the signal ratio;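 further: potency means the concentration at half of the fitted maximal effect; plate controls were basal doxycycline-induced cells for no effect and cells given 10 µM MG132 for full effect; MG132 reads +100%, hits lower the ratio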
#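 Concentration-response series (up to 46 uM) were applied to TMD8 dual-reporter cells for 4 h at 37C with doxycycline. Green/red ratio, after filter-overlap correction, defined %Activity; red signal alone was normalised to basal cells and zero luminescence.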
# KCNH2 WT inh = inhibitors of human wildtype KCNH2 potassium channel; Q12809; U2OS, BacMam KCNH2, thallium flux FluxOr; active compounds read low; activity change, % at 1.84 µM; actives 0.37% (n = 340,000); AID 720551;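 active means maximum activity change below -70%; inconclusive means maximum activity change between -70% and -50%; inactive means maximum activity change above -50%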
#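 U2OS cells were transduced with wild-type KCNH2 virus (2.03 x 10^8 / mL) for 4 h at room temperature, then cultured overnight at 37 C. Thallium flux was read with FluxOr dye. Rate constants were normalized to DMSO controls.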
# Giardia killer = kills Giardia lamblia; Giardia lamblia trophozoite viability; activity change, % at 7.66 µM, hits read low; actives 0.15% (n = 340,000); AID 540267; in the data active means activity change below about -80%; inconclusive means between about -30% and that limit;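 further: parasites exposed to compound for two days anaerobically before the ATP read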
#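 Trophozoites 100 cells/well + cpd; 48 hrs, 37 deg C, anaerobic. ATPLite 1-Step added, 15-30 min RT, luminescence read (ATP-based viability).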
# B2AR arrestin = recruits beta-arrestin to the human beta2-adrenergic receptor | P07550 | actives 0.02% (n = 330,000) | beta-arrestin recruitment to beta2AR, cell-based reporter | Potency, µM (doses to about 46.1 µM), without a hit: top-dose activation, most hits filed as activators | AID 492947;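 further: potency means the concentration at half of the fitted maximal effect; 0% = DMSO controls and full agonism = EC100 isoproterenol or metaproterenol; nearly all actives have a fitted effect of over 65% in size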
# Eya2 inh = inhibitors of human Eya2 phosphatase activity. O00167. recombinant Eya2, OMFP fluorescence dephosphorylation (OMFP is methylfluorescein phosphate). Potency, µM (doses to about 76.9 µM), for the others: at the highest dose activity, negative = inhibition, most hits filed as inhibitors. actives 0.006% (n = 330,000). AID 488837; further: potency means the concentration at half of the fitted maximal effect
#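 Eya2 (0.2 uM) preincubated 10 min at ambient with compound, then OMFP substrate added at 50 uM; 10 min reaction in 50 mM HEPES pH 7.5, 50 mM NaCl, 5 uM MgCl2, 0.05% BSA, 1 mM DTT. Fluorescence read at Ex 485/Em 525 nm.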
# uPA surface inh = cell surface uPA generation inhibition; AID 540303; actives 0.31% (n = 330,000); cell surface uPA generation assay, qHTS; Potency, µM (series often up to 38.3 µM), for the others: at the highest dose activity change, negative = inhibition, actives largely listed as inhibitors; active means well fitted inhibition curve with a large enough effect; inconclusive means small, poorly fitted or top-dose-only effect; inactive means no such curve, though single readings can be large or run the other way; tested in mouse RAW 264.7 cells; further: potency means the concentration at half of the fitted maximal effect; nearly all actives have a fitted effect of over 55% in size
# * marks the source's active call; other numbers are inactive results; u = inconclusive; x = not tested or not shown; & = joins results of further samples; [ ] = dose if it differs, or a comment. Unless noted, the call rests on the fitted dose curve; in most records, active means well fitted curve in the direction sought with a large enough effect; inconclusive means small, poorly fitted or top-dose-only effect, or another doubt; inactive means no such curve, though single readings can be large; an effect the other way counts as inactive or inconclusive. Unless noted, on the % scale 0 is the no-effect control and ±100 the full control effect.
SMILES,KCNH2 3.1 block,USP2a block,GALK inhibitor,Coupling enz,PKM2 act,BCR signal inh,KCNH2 WT inh,Giardia killer,B2AR arrestin,Eya2 inh,uPA surface inh
CCCCn1c(NCc2ccncc2)nc2ccccc21,6,2%,0%,1,-13%,-1%,6,18,0.1%,0%,1%
N=C1/C(=C\c2ccc(OCc3ccccc3)cc2)C(=O)N=C2SC(N3CCCC3)=NN12,x,-2%,0%,2,6%,u,x,x,0.1%,-6%,x
CCOc1ccc(NC(=O)C(=O)NCC2CCCN2CC)cc1 (stereo unspecified),-1,-1%,4%,-2,-1%,-1%,-2,-12,-0.4%,-5%,-2%
CCNc1nc(Oc2ccc(F)cc2)cc(C(F)(F)F)n1,-14,4%,0%,1,-6%,12%,1,-9,-0.2%,0%,-1%
COC(=O)c1c(Cl)c2n3ccccc3c(C)c(-c3ccccc3)c-2c1C(=O)OC,10,12%,-1%,-19,4%,15%,-22,5,-0.5%,3%,-4%
O=C(CN(Cc1cccs1)C(=O)c1csnn1)NC1CCCC1,30,1%,1%,2,-4%,-10%,2,11,-0.6%,4%,1%
Cn1c(Cn2cnc([N+](=O)[O-])n2)nnc1SCC(=O)Nc1ccc(Br)cc1,-1,0%,0%,-3,9%,3%,1,-2,-0.2%,1%,18%
COc1ccc(S(=O)(=O)Nc2ccc3c(c2)COC3=O)cc1OC,-3,-1%,0%,5,2%,2%,-3,2,0.0%,-14%,-1%
CN(C)C(=S)NCc1ccccc1,-8,3%,-1%,3,-4%,0%,15,12,-0.1%,22%,5%
O=C(CN1C(=O)c2ccccc2S1(=O)=O)NC1CC2CCC1C2 (stereo unspecified),-1,5%,2%,0,3%,u,8,5,0.2%,20%,0%
CC(=O)N1CCc2cc(S(=O)(=O)NCCCN3CCN(Cc4ccccc4)CC3)ccc21,8,-2%,1%,1,11%,12%,1,-16,-0.2%,3%,-3%
O=C(Nc1ccncc1)Nc1ccc(F)cc1,21,0%,-11%,0,0%,-2%,4,7,-0.4%,-11%,1%
CCn1c(SCC(=O)c2c(N)n(C3CC3)c(=O)[nH]c2=O)nc2cc(S(N)(=O)=O)ccc21,2,1%,x,x,x,-1%,-13,-9,0.2%,-4%,0%
Cc1cc(N2CC(C(=O)NCc3cccs3)CC2=O)ccc1C(C)C (stereo unspecified),16,0%,1%,0,0%,u,-1,-9,-0.2%,-6%,0%
Cc1ccc(OCC(=O)c2cc(C)n(Cc3cccs3)c2C)c([N+](=O)[O-])n1,-6,0%,0%,0,0%,-8%,-4,u,-0.2%,5%,-7%
COc1c2ccoc2nc2c(OC)c(OCC(O)C(C)(C)O)ccc12 (stereo unspecified),16,3%,-7%,0&0&-6,3%,-12%,3,4,0.1%,-2%,-1%
CC(=O)N(Cc1ccccc1)Cc1cn(CCC#N)nc1-c1cccc([N+](=O)[O-])c1,-8,0%,0%,0,-4%,0%,-6,-18,-0.2%,-10%,-1%
COc1cccc(CNC(=O)c2ccc(CS(=O)(=O)Cc3ccccc3C)o2)c1,-8,1%,-6%,1,x,5%,-17,5,-0.9%,-4%,-2%
CC(=O)c1sc2nc(C)cc(C)c2c1N,-6,2%,1%,1,28%,-11%,-14,-7,0.2%,12%,-6%
CCCCNC(=O)c1ccccc1Cl,-7,1%,1%,3,8%,-17%,-12,35[activator],-0.9%,-19%,-3%
CCOC(=O)CNC(=O)c1cnc(Nc2ccccc2OC)c2ccccc12,-3,2%,-2%,-1,x,0%,-1,19,0.5%,-19%,5%
COc1cccc(N(C(=O)c2snc(C(N)=O)c2N)C(C(=O)NCC2CCCO2)c2c[nH]c3ccccc23)c1 (stereo unspecified),-26,3%,0%,-2,x,-18%,0,-1,-0.4%,4%,4%
CCCc1nc2ccc(NC(=O)c3ccco3)cc2c(=O)n1Cc1ccccc1Cl,-12,-3%,-5%,-1,0%,-4%,-8,3,-0.1%,-2%,1%
COc1ccc(C(C(=O)NC2CCCC2)N(C(=O)Cc2cccs2)C2CC2)cc1OC (stereo unspecified),6,1%,4%,4,x,-1%,-1,-11,-0.3%,9%,0%
CC1CCN(C(=O)CSc2nc3cccnc3n2C)CC1,16,1%,0%,1,-3%,u,-10,6,0.1%,-9%,-1%
Cc1ccc(-c2nc3ncccn3c2NC2CCCCC2)o1,-2,-3%,1%,3,9%,u,5,12,0.2%,-8%,-2%
CCOCCCNC(=O)Cn1nc(Cc2ccncc2)c2ccccc2c1=O,14,0%,8%,1,x,-1%,-9,23,0.2%,-13%,-3%
O=C(NCc1ccc2c(c1)OCO2)C1CCCN1C(=O)Nc1cccc(Cl)c1 (stereo unspecified),-1,0%,0%,1,6%,u,4,-28,0.1%,-13%,1%
O=S(=O)(c1ccc2nc(-c3ccccc3)[nH]c2c1)N1CCN(c2ccc(Cl)cc2)CC1,7,-1%,x,-1,5%,0%,-6,-1,3.8%,-17%,5%
C=CCc1ccccc1OCCNCCCOC,15,-1%,0%,0,2%,-5%,14,-9,-1.7%,1%,4%
CCOCCCNC(=O)NC(=O)CN1CCN(S(=O)(=O)c2ccc3c(c2)OCCO3)CC1,-9,3%,14%,0,1%,2%,4,18,0.0%,-6%,5%
CCc1nc(NCc2ccccn2)c2oc3ccccc3c2n1,-4,2%,3%,-3,-3%,u,-1,18,0.4%,-1%,-13%
C=C1C(=O)O[C@H]2C1CC[C@@](C)(O)C13C=CC(C)(C21)C1(C3)C(=O)O[C@@H]2C3C(C)=CCC3[C@](C)(O)C[C@H](OC(C)=O)C21 (stereo partly specified),1,3%,0%,2,3%,u,-4,6,-2.3%,3%,u
CC(C)CN(C(=O)CN1CCC(C)CC1)c1c(N)n(CC(C)C)c(=O)[nH]c1=O,-11,4%,-1%,1,1%,-7%,-14,7,0.0%,3%,39%[activator]
COc1ccc2nc(Nc3nc(C)c(CCC(C)C)c(=O)[nH]3)nc(C)c2c1,5,1%,0%,-4,5%,-7%,-9,-3,-0.2%,-16%,x
CCNC(=O)N1c2ccccc2Sc2ccccc21,15,3%,-3%,-1,1%,-3%,25,-1,0.0%,-8%,0%
CN1\C(=C/C=C/C=C/C=[N+](C)C)C(C)(C)c2ccccc21,2,u,22%,-6,x,13%,x,-28,0.6%,21%,u
COc1ccc(OC)c(NC(=O)CCN2CCCCCC2)c1,9,-2%,-1%,-1,6%,2%,6,-3,-0.3%,-9%,-3%
COc1ccc(/C=C/c2ccc(=O)n(Cc3ccccc3)n2)cc1,-9,-7%,-1%,-1,2%,3%,-9,8,7.4%,-7%,-1%
O=C(Cn1c(-c2ccccc2)noc1=O)Nc1ccc(S(=O)(=O)N2CCOCC2)cc1,-10,-1%,8%,-3,2%,0%,-3,-20,0.0%,-4%,-2%

# Shown as tab-separated lines: 9 of the compounds above
SMILES	KCNH2 3.1 block	USP2a block	GALK inhibitor	Coupling enz	PKM2 act	BCR signal inh	KCNH2 WT inh	Giardia killer	B2AR arrestin	Eya2 inh	uPA surface inh
CCOC(=O)CNC(=O)c1cnc(Nc2ccccc2OC)c2ccccc12	-3	2%	-2%	-1	x	0%	-1	19	0.5%	-19%	5%
COc1cccc(N(C(=O)c2snc(C(N)=O)c2N)C(C(=O)NCC2CCCO2)c2c[nH]c3ccccc23)c1 (stereo unspecified)	-26	3%	0%	-2	x	-18%	0	-1	-0.4%	4%	4%
CCCc1nc2ccc(NC(=O)c3ccco3)cc2c(=O)n1Cc1ccccc1Cl	-12	-3%	-5%	-1	0%	-4%	-8	3	-0.1%	-2%	1%
COc1ccc(C(C(=O)NC2CCCC2)N(C(=O)Cc2cccs2)C2CC2)cc1OC (stereo unspecified)	6	1%	4%	4	x	-1%	-1	-11	-0.3%	9%	0%
CC1CCN(C(=O)CSc2nc3cccnc3n2C)CC1	16	1%	0%	1	-3%	u	-10	6	0.1%	-9%	-1%
Cc1ccc(-c2nc3ncccn3c2NC2CCCCC2)o1	-2	-3%	1%	3	9%	u	5	12	0.2%	-8%	-2%
CCOCCCNC(=O)Cn1nc(Cc2ccncc2)c2ccccc2c1=O	14	0%	8%	1	x	-1%	-9	23	0.2%	-13%	-3%
O=C(NCc1ccc2c(c1)OCO2)C1CCCN1C(=O)Nc1cccc(Cl)c1 (stereo unspecified)	-1	0%	0%	1	6%	u	4	-28	0.1%	-13%	1%
O=S(=O)(c1ccc2nc(-c3ccccc3)[nH]c2c1)N1CCN(c2ccc(Cl)cc2)CC1	7	-1%	x	-1	5%	0%	-6	-1	3.8%	-17%	5%
